# Screens deposited in PubChem BioAssay by several laboratories.
# T cell modulator = T cell immune modulation candidate | AID 2052 | 2C CD8+ T cell-vesicle binding, flow cytometry; stronger effect = lower value | actives 0.068% (n = 330,000) | calls only at 7 µM;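 active = response, share of CD8 T cells binding vesicles, and their 90th percentile fluorescence all below set limits, cut at about 80% in these data, passing the limit was not always enough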
#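 material = purified 2C TCR transgenic mouse naive CD8+ T cells | controls = Unloaded micro-vesicles (low), QL9 vesicles with 0.7% DMSO (high) | detection = cytometric PE anti-B7-1 and Alexa647 anti-CD8 signals after 1% paraformaldehyde fixation | incubation = binding step 1.5 h, 37 °C, antibody labelling 20 min, ice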
# M1AAP inhibition = P. falciparum M1AAP inhibitors, biochemical, fluorogenic H-Leu-NHMec substrate, 1536-well (AID 1445). actives 0.42% (n = 220,000). recombinant M1AAP, H-Leu-NHMec fluorogenic kinetic assay; higher % means a stronger effect. one-dose inhibition, % at 30 µM; IC50 in µM for titrated hits;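 active = primary inhibition above the hit cutoff, then over 50% inhibition at one or more dose response concentrations, cut at about 23% in these data, passing the limit was not always enough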;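 note: plate controls were DMSO full reaction for no effect and no enzyme background for full effect; strong numbers were not always called active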
# West Nile antiviral = inhibition of WNV-induced cytopathic effect – cell-based, CPE readout (AID 1621); West Nile virus-infected cells, CPE inhibition; higher % means a stronger effect; actives 0.02% (n = 290,000); CPE inhibition, % at 10 µM, or IC50 in µM where a hit was titrated; in the data active = a potency from the dose series; note: strong numbers were not always called active
# PMI inhibition = human PMI inhibitors, high substrate, primary screen, biochemical, fluorescence intensity, high mannose 6-phosphate (AID 1220); recombinant PMI enzyme, coupled fluorescence intensity; higher % means a stronger effect; inhibition, % at 20 µM; hits with a dose series show IC50 in µM; actives 0.66% (n = 190,000)
# M17LAP inhibition = P. falciparum M17LAP inhibitors, primary screen, biochemical, fluorogenic H-Leu-NHMec substrate, 1536-well (AID 1619). recombinant M17LAP, H-Leu-NHMec fluorogenic kinetic assay; higher % means a stronger effect. inhibition, % at 30 µM, or IC50 in µM where a hit was titrated. actives 0.38% (n = 220,000);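 active = compound inhibiting the enzyme by more than half at any dose during confirmatory dose-response retesting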;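 note: plate controls were full reaction with DMSO carrier for no effect and no enzyme background for full effect; strong numbers were not always called active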
# UTI89 phage lysis = protection from phage-mediated lysis, alamar blue read-out – E. coli UTI89, K1F phage, bacterial capsule biogenesis inhibitors (AID 488966); inhibition, % at 100 µM; hits with a dose series show IC50 in µM; E. coli UTI89 K1F phage lysis, alamar blue, 2 h; higher % means a stronger effect; actives 0.02% (n = 340,000);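 active = phage lysis inhibition, versus mean bacterial control, above a set limit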;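 note: capsule biogenesis inhibitors block K1F phage lysis so surviving cells raise fluorescence; higher fluorescence means more inhibition of phage lysis; actives were called in the ten point dose series up to 300 µM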
# RSV antiviral HEp-2 = inhibition of RSV-induced cytopathic effect – HEp-2 cells, primary 10 µM value included (AID 2391); one-dose CPE inhibition, % at 10 µM; IC50 in µM for titrated hits; HEp-2 cells, RSV-induced CPE inhibition; higher % means a stronger effect; actives 0.13% (n = 310,000); in the data active = a potency from the dose series; note: strong numbers were not always called active
# PMI inhibitors = MPI enzyme activity inhibition – biochemical, fluorescence intensity, coupled assay, primary screen (AID 1209); purified PMI enzyme, coupled fluorescence intensity; higher % means a stronger effect; inhibition, % at 20 µM; hits with a dose series show IC50 in µM; actives 0.42% (n = 190,000);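 note: plate controls were DMSO vehicle for no effect and wells lacking substrate for full effect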
# TNAP activation fold = stimulation of alkaline phosphatase TNAP activity – biochemical, luminescent, no phosphate acceptor, uHTS, primary screen (AID 1001); actives 0.03% (n = 200,000); purified TNAP, luminescent activation assay, no phosphate acceptor; higher activation fold means a stronger effect; activation fold at 20 µM, or EC50 in µM where a hit was titrated; in the data active = activation fold from about 3, or a potency from the dose series; inactive = the rest, 99 in 100 with activation fold below about 1.6; note: many of its hits are not listed in these tables
# T cell modulator vesicle-bound % = recorded beside T cell modulator, whose call it bears; double positive events, %; measured here: CD8+ vesicle-bound cell fraction;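 binding gate set so that unloaded-vesicle control wells show 10% double positive cells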
# * hit, by the source's call; i = inactive; · = no result given; [ ] = remark or other dose. Cut-off read from the data, not from the text of the source, unless noted: active = inhibition above about 50%; inactive = the rest.
canonical_smiles	T cell modulator	T cell modulator vesicle-bound %	M1AAP inhibition	West Nile antiviral	PMI inhibition	M17LAP inhibition	UTI89 phage lysis	RSV antiviral HEp-2	PMI inhibitors	TNAP activation fold
CCOC(Cn1c(SCC(=O)Nc2cc(C)on2)nc2ccccc2c1=O)OCC	i	63	·	-1.2%	·	·	2.6%	0.9%	·	·
O=C(CN1C(=O)C2CC=CCC2C1=O)Nc1nc2ccccc2[nH]1 (stereo not drawn)	i	50	7%	0.1%	-7%	13%	0.2%	-1.0%	-7%	1
COc1ccc(N2C(=O)CC(NCc3cccc(F)c3)C2=O)cc1 (stereo not drawn)	i	18	·	0.3%	-6%	·	0.1%	0.5%	-11%	1
Cc1cc(C(=O)Nc2cccc(C)c2C)n(-c2ccccc2)n1	i	12	·	-0.4%	·	·	0.2%	3.2%	·	·
Cc1cc(NS(=O)(=O)c2ccc(NC(=O)CSc3nc4ncc(Cl)cc4[nH]3)cc2)nc(C)n1	i	37	11%	0.4%	·	7%	0.1%	-0.9%	·	·
CCCN(CCC)S(=O)(=O)c1ccc(C(=O)O)cc1	i	29	8%	0.2%	-17%	9%	5.0%	-0.1%	-9%	1
COC(=O)C1=C(N)c2c(F)cccc2C1(C#N)c1ccc(F)cc1 (stereo not drawn)	i	52	2%	-0.6%	1%	-4%	-0.1%	-0.8%	7%	1
Cc1ccc(C(=O)NC(=S)NNC(=O)COc2ccccc2C)cc1	i	16	1%	0.2%	-24%	-1%	0.3%	-0.3%	2%	1.4
CCOc1ccccc1NC(=O)CCn1nc(C)c(S(=O)(=O)N2CCCCC2)c1C	i	15	·	0.2%	·	·	0.1%	0.1%	·	·
O=C1C(=O)N(C2CCCC2)C(=O)N1Cc1c(F)cccc1Cl	i	24	-9%	-0.3%	6%	-10%	1.7%	0.2%	-8%	1
Clc1ccc(C2=Nn3c(nnc3-c3cccnc3)SC2)s1	i	56	3%	-0.1%	-4%	4%	1.8%	-1.2%	-1%	1.1
O=S(=O)(Cc1ccccc1Cl)NCc1ccccc1	i	60	4%	-0.3%	-13%	-2%	·	-0.7%	-20%	1.1
C/C(=N\NC(=S)Nc1ccccc1C)C1Cc2ccccc2C(=O)O1 (stereo not drawn)	i	18	7%	-0.3%	·	0%	8.2%	2.6%	·	·
CCOC(=O)c1sc(NC(=O)c2cc(-c3ccc(C)cc3)nc3ccccc23)c(C#N)c1C	i	24	7%	-0.9%	24%	-2%	0.1%	20%	68%*	1.1
CCCCCCc1cc2cc(C(=O)Nc3cccc(OC)c3)c(=O)oc2cc1O	i	53	2%	-0.2%	-5%	-2%	0.2%	21%	2%	0.8
O=C(C1=C(O)C(=O)N(CCc2ccccc2)C1c1cccs1)c1ccco1 (stereo not drawn)	i	30	12%	0.0%	-6%	29%	-0.2%	-0.4%	-11%	1
Cc1c(C)c(C)c(S(=O)(=O)N2CCC3(CC2)OCCO3)c(C)c1C	i	7	·	-0.6%	·	·	1.0%	4.8%	·	·
Cc1ccc(C23CC4CC(CC(C(=O)OCC(=O)NC5CCS(=O)(=O)C5)(C4)C2)C3)cc1 (stereo not drawn)	i	33	2%	-2.0%	1%	14%	1.6%	2.8%	9%	1.1
Cc1ccc(S(=O)(=O)NCCc2ccncc2)cc1[N+](=O)[O-]	i	58	·	-0.6%	·	·	0.5%	0.3%	·	·
COCCn1nnnc1C(c1cc(OC)ccc1OC)N1CCc2ccccc2C1 (stereo not drawn)	i	41	3%	-0.5%	-12%	4%	0.2%	0.4%	-3%	1
O=C1[C@@H]2Cc3c([nH]c4ccccc34)CN2C(=O)CN1CCCO	i	42	·	-0.3%	·	·	1.4%	0.5%	·	·
O=C1Nc2ccc(Br)cc2C1=Nc1ccc(-c2nnc3n2CCCCC3)cc1	i	39	8%	·	16%	13%	·	1.2%	22%	1
CCCCNc1ccc(S(N)(=O)=O)cc1[N+](=O)[O-]	i	21	6%	-1.1%	5%	7%	·	15%	4%	1
COc1ccc(CCN(C)C(=O)Cc2ccc(-c3ccccc3)cc2)cc1OC	i	25	·	0.1%	·	·	-0.5%	10%	·	·
CCOc1ccc(C(=O)C(CN2CCOCC2)c2ccccc2)cc1 (stereo not drawn)	i	34	-3%	0.4%	-8%	-10%	0.8%[50 µM]	-1.7%	-12%	1.1
COc1cccc(CC2(CO)CCCN(Cc3ccc(-c4ccco4)cc3)C2)c1 (stereo not drawn)	i	51	2%	-0.3%	10%	-2%	0.3%	-0.5%	23%	1
COc1ccc2nc(/N=C\N(C)C)sc2c1	i	13	2%	1.5%	-2%	14%	-0.7%	2.3%	7%	1.1
O=C(CSc1nncn1-c1cccnc1)Nc1cccc([N+](=O)[O-])c1	i	32	·	0.9%	·	·	0.9%	2.5%	·	·
CCN(CC)CCNC(=O)c1ccc(NC(=O)c2c(C)nn(-c3ccc(F)cc3)c2Cl)cc1	i	48	·	0.0%	·	·	0.0%	-0.7%	·	·
CN(C)/C=C/C=C1C(=O)CCCC1=O	i	8	3%	-0.6%	3%	12%	0.2%	0.1%	-2%	1.1
Cc1ccc2oc(=O)c3cnn(CC(=O)N4CCN(c5ccccn5)CC4)c3c2c1	i	45	4%	0.8%	9%	5%	0.2%	1.9%	6%	1.1
CCCn1c(C(O)c2cc(OC)c(OC)c(OC)c2)nc2ccccc21 (stereo not drawn)	i	64	·	-0.8%	·	·	-0.2%	1.4%	·	·
Cc1ccc(CSc2nnc(-c3cccc(S(=O)(=O)N4CCOCC4)c3)n2CC(C)C)cc1	i	42	7%	-2.3%	11%	-17%	1.9%	2.2%	-8%	1
Cc1ccc(SCC(=O)c2c(C)nc3cc(C)ccn23)cc1	i	58	4%	-1.2%	7%	4%	-0.2%	14%	5%	1.1
COC(=O)/C(=C/c1c[nH]c2ccccc12)[N+](=O)[O-]	i	36	-11%	-0.7%	7%	-5%	-0.1%	2.6%	-3%	0.7
CN1CCC(NC(=O)c2cccc(Oc3ccccc3)c2)CC1	i	11	·	-0.7%	·	·	0.0%	0.1%	·	·
COc1ccc(-c2cc(CNC(C)=O)on2)cc1	i	24	8%	0.1%	3%	10%	0.2%	2.0%	5%	1.1
CCn1ncc(CN2CCN(Cc3cccc(OC)c3)C(CCO)C2)c1C (stereo not drawn)	i	37	7%	-0.5%	-7%	2%	0.4%	-0.1%	-4%	1.1
COCCCNC(=O)CN(CCc1ccccc1)S(=O)(=O)c1ccc(C)cc1	i	55	7%	-0.3%	10%	-3%	0.1%	1.6%	-2%	1.1
CCS(=O)(=O)c1nc(S(=O)(=O)c2ccc(C)cc2)c(NCCCN2CCCC2=O)s1	i	56	·	0.3%	·	·	0.2%	0.3%	·	·

# Structures above that bear a hit mark in PMI inhibitors.
smiles | T cell modulator | T cell modulator vesicle-bound % | M1AAP inhibition | West Nile antiviral | PMI inhibition | M17LAP inhibition | RSV antiviral HEp-2 | PMI inhibitors | TNAP activation fold
CCOC(=O)c1sc(NC(=O)c2cc(-c3ccc(C)cc3)nc3ccccc23)c(C#N)c1C | i | 24 | 7% | -0.9% | 24% | -2% | 20% | 68%* | 1.1

# Further results follow:
canonical_smiles	T cell modulator	T cell modulator vesicle-bound %	M1AAP inhibition	West Nile antiviral	PMI inhibition	M17LAP inhibition	UTI89 phage lysis	RSV antiviral HEp-2	PMI inhibitors	TNAP activation fold
Cc1ccc(S(=O)(=O)Oc2ccc(/C=C(/NC(=O)c3ccccc3)C(=O)O)cc2)cc1	i	39	23%	1.0%	-2%	-9%	-1.2%	-1.6%	0%	1
CC(=O)c1c(C)oc2ccc(NS(=O)(=O)c3ccccc3)cc12	i	40	·	-1.1%	·	·	0.1%	4.8%	·	·
CCOc1ccc(NC(=O)c2sc3nc4n(c(=O)c3c2C)CCC4)cc1	i	17	·	0.3%	·	·	-0.1%	-0.5%	·	·
O=C(Oc1cccc(-n2cnnn2)c1)c1sc2ccccc2c1Cl	i	10	5%	0.2%	-1%	4%	0.1%	1.4%	9%	1.1
CCC(C)[C@H](NC(=O)N1CCC(C)CC1)C(=O)O (stereo partly drawn)	i	20	1%	-0.1%	·	-3%	0.1%	-0.1%	·	·
CC(=O)c1ccc(NC(=O)CSc2nnc(-c3ccco3)o2)cc1	i	17	·	-0.6%	·	·	0.2%	0.6%	·	·
O=C(NC1CCN(c2ncccn2)CC1)c1cccc(F)c1	i	62	·	0.3%	·	·	0.1%	4.3%	·	·
C=CCc1c(C)nc(N2CCSCC2)[nH]c1=O	i	39	-1%	0.0%	·	1%	0.8%	·	·	·
COC(=O)/C=C1/SC(=Nc2ccc(C)cc2C)NC1=O	i	29	2%	·	0%	-4%	1.0%	2.3%	1%	1
CCNc1nc(NCC)n2c(SCc3ccc(F)cc3)nnc2n1	i	44	8%	-0.2%	-2%	-1%	-0.2%	1.4%	4%	1.1
COc1ccccc1CN(C)c1nnnn1-c1ccccc1	i	59	-3%	-0.5%	-18%	2%	0.2%	3.8%	-15%	1.1
CCNC(=S)Nc1cccc(Cl)c1C	i	48	3%	-0.1%	14%	-5%	0.1%	-0.2%	13%	1.1
CCN(CC)CC1C(=O)N(c2ccc(OC)cc2)C1c1ccccc1 (stereo not drawn)	i	36	·	-1.5%	·	·	-0.3%	-0.7%	·	·
Cc1cc(C(=O)Nn2c(-c3ccc(Br)cc3)nc3ccccc3c2=O)ccc1[N+](=O)[O-]	i	40	8%	-1.4%	7%	1%	0.1%	14%	15%	1.1
CCOC(=O)c1cc2ccccc2nc1C	i	27	-1%	-0.4%	-10%	-9%	0.2%	2.5%	-5%	1.1
Clc1cccc(CN2C3=NCCCN3c3ccccc32)c1	i	18	·	-1.4%	·	·	-0.2%	4.1%	·	·
CCC(C)NC(=O)C1CCCCN1S(=O)(=O)c1ccc(F)cc1 (stereo not drawn)	i	20	-7%	-0.6%	-2%	1%	0.0%	-0.5%	6%	1.1
CCOc1ccccc1NC(=O)CN1C(=O)COc2ccc(C)cc21	i	63	·	-0.5%	·	·	0.3%	0.7%	·	·

# Single records, from the list above. Screens in order: T cell modulator	T cell modulator vesicle-bound %	M1AAP inhibition	West Nile antiviral	PMI inhibition	M17LAP inhibition	UTI89 phage lysis	RSV antiviral HEp-2	PMI inhibitors	TNAP activation fold
# Profile of CCOc1ccc(C(=O)C(CN2CCOCC2)c2ccccc2)cc1 (stereo not drawn) = i	34	-3%	0.4%	-8%	-10%	0.8%[50 µM]	-1.7%	-12%	1.1
# Profile of O=C1Nc2ccc(Br)cc2C1=Nc1ccc(-c2nnc3n2CCCCC3)cc1 = i	39	8%	·	16%	13%	·	1.2%	22%	1
# Profile of COc1ccccc1CN(C)c1nnnn1-c1ccccc1 = i	59	-3%	-0.5%	-18%	2%	0.2%	3.8%	-15%	1.1
